# Bioassay records from PubChem BioAssay.
# Gal4-VP16 FLuc = inhibits Gal4-VP16 luciferase reporter, ROR gamma counter-screen; Potency, µM (highest dose often 53.6 µM), inactives show at the highest dose activity, negative = inhibition, usual class: inhibitors; 310,000 compounds, 3.5% hits; AID 2546; Drosophila S2 Gal4-VP16 UAS-luciferase, luminescence, 20 h;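 further: Gal4-VP16 expression switched on by copper sulfate through the metallothionein promoter; potency means the concentration at half of the fitted maximal effect; on the % scale 0 is the no-effect control and ±100 the full control effect; nearly all actives have a fitted effect of over 50% in size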
# BRCA1 expr up = increases BRCA1 expression | MCF7-BRCA1-FFLuc reporter, luminescence, 48 h; response scale: scaled: vehicle 0%, 10 µM genistein 100% | Potency, µM (top dose mostly 46.1 µM), inactives show at the highest dose activation, most hits filed as activators | 380,000 compounds, 1.1% hits; further: potency means the concentration at half of the fitted maximal effect; nearly all actives have a fitted effect of over 80% in size; some results filed as inactive show a strong effect at the top dose
#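 MCF7 cells carrying a BRCA1-firefly luciferase reporter (2000 cells/well, phenol-red free MEM) were attached for 2 h at 37 °C, then given compounds for 48 h. Luminescence was read 15 min after luciferase reagent; activity normalized to genistein (10 microM) and DMSO.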
# ELG1 genotox = genotoxicity induction in ELG1-luciferase HEK293T cells | HEK293T ELG1-luciferase reporter, luminescence, 16 h | Potency, µM (titrated, usually from 46 µM), without a hit: top-dose activity change, positive = activation, most hits filed as activators | 330,000 compounds, 1.3% hits; further: potency means the concentration at half of the fitted maximal effect; % of control where 0% means no effect; nearly all actives have a fitted effect of over 60% in size
#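 ELG1-luciferase HEK293T cells, 2,000/well; compound pinned in; 16 hr, 37 °C, 5% CO2; ONE-Glo, 30 min RT; luminescence on CCD imager.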
# NPC1 prom act = activates the NPC1 promoter; Huh7 NPC1 promoter luciferase reporter, 24 h; Potency, µM (highest dose often 9.22 µM), without a hit: top-dose activation, hits mostly activators; AID 485313; 320,000 compounds, 2.4% hits;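 further: potency means the concentration at half of the fitted maximal effect; % of control where 0% means no effect; nearly all actives have a fitted effect of over 60% in size; reporter is driven by a mutant NPC1 promoter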
#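 Luminescence from an NPC1 promoter-driven luciferase reporter in stably transfected Huh7 cells was measured after 24 h compound treatment at 37 °C, followed by 10 min ambient incubation with luciferase detection reagent.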
# TRPV1 ag = human TRPV1 agonism. Q8NER1. TRPV1-expressing cells, Fluo-8 calcium influx, agonist mode. activation, % at 8.33 µM. 320,000 compounds, 0.19% hits; in the data active means activation above about 80%; inconclusive means between about 30% and that limit; further: 0% is about no effect
#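 Cells expressing TRPV1 were dye-loaded with Fluo-8 and read kinetically: 10 s baseline, 3 min after compound (agonist portion), then 2 min after EC20 capsaicin (allosteric enhancer portion). Calcium-bound dye fluorescence at 480/520 nm.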
# FLuc modulator = counter-screen for miR-21 project: firefly luciferase inhibitors or activators; P08659; purified FLuc, Km substrates, luminescence inhibition; Potency, µM (series often up to 57.5 µM), for inactives: at the highest dose activity change, negative = inhibition, actives largely listed as inhibitors; 360,000 compounds, 6.9% hits; AID 588342;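 further: potency means the concentration at half of the fitted maximal effect; plate controls were vehicle for no effect and reference inhibitor for full effect; nearly all actives have a fitted effect of over 55% in size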
#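 Purified P. pyralis luciferase, 10 nM final, with Km-level 10 uM D-luciferin and 10 uM ATP in 50 mM Tris acetate pH 7.5, 10 mM Mg acetate, 0.01% Tween-20, 0.05% BSA; 6-point qHTS titration about 60 µM downward; luminescence read.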
# ELG1 DNA repair = blocks ELG1-dependent DNA repair in HEK293T cells; HEK293T ELG1-luciferase reporter, luminescence, 16 h; DNA damage induced by 5-fluorouridine; Potency, µM (highest dose often 46.1 µM), for the others: top-dose activity change, negative = inhibition, usual class: inhibitors; 330,000 compounds, 2.3% hits; AID 504467; further: potency means the concentration at half of the fitted maximal effect; on the % scale 0 is the no-effect control and ±100 the full control effect; nearly all actives have a fitted effect of over 55% in size
#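 Luminescence from the luciferase reporter, measured 30 min after ONE-Glo reagent at room temperature, was the read-out. Beforehand, 2,000 cells per well were exposed for 16 hr at 37 °C to 5-fluorouridine together with compound or vehicle.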
# Rab9 promoter act = Rab9 promoter activation; Potency, µM (series often up to 9.22 µM), inactives show top-dose activation, negative = inhibition, actives largely listed as activators; Huh7 Rab9 promoter-luciferase reporter, luminescence, 24 h; 320,000 compounds, 2.8% hits; further: potency means the concentration at half of the fitted maximal effect; % of control where 0% means no effect; nearly all actives have a fitted effect of over 60% in size
#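 Stable Rab9-luc Huh7, 1500 cells/well, 2 h settle; cmpd in DMSO, 24 h, 37 °C/5% CO2; luciferase reagent 10 min RT; luminescence.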
# RORgamma inh = ROR gamma (mouse) transcription inhibition | 310,000 compounds, 5.4% hits | P51450 | Drosophila S2 Gal4-RORgamma UAS-luciferase reporter, 20 h | Potency, µM (doses to about 53.6 µM), without a hit: at the highest dose activity change, negative = inhibition, hits mostly inhibitors | AID 2551; further: potency means the concentration at half of the fitted maximal effect; on the % scale 0 is the no-effect control and ±100 the full control effect; nearly all actives have a fitted effect of over 60% in size
# Target sequence (P51450 whole entry, looked up, the tested form may be a part): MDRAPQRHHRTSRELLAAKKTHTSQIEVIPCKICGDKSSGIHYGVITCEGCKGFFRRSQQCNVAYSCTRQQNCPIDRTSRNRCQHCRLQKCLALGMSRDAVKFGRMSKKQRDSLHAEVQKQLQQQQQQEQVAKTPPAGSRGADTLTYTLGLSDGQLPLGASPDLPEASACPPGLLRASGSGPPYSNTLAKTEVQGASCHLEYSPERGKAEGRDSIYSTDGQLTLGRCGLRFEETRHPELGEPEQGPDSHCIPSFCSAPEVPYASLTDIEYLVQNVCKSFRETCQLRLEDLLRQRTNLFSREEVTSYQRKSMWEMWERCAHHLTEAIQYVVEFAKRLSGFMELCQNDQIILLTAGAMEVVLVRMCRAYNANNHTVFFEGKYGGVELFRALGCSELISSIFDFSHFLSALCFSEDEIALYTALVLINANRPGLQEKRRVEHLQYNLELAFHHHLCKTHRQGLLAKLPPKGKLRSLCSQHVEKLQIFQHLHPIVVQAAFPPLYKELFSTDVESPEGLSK
#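 Luciferase reporter read in Schneider cells carrying Gal4-RORγ (mouse) and UAS-Photinus luciferase; cells given compound 1 h before 700 uM copper sulfate induction, then incubated 20 h at ambient temperature.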
# Tb PFK block = blocks T. brucei phosphofructokinase; O15648; T. brucei PFK, ADP-Glo luminescence; Potency, µM (titrated, usually from 57.5 µM), without a hit: at the top dose activity, negative = inhibition, most hits filed as inhibitors; 330,000 compounds, 0.17% hits; AID 485367;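 further: potency means the concentration at half of the fitted maximal effect; 0% = uninhibited 1x PFK enzyme wells and -100% = no-enzyme wells; nearly all actives have a fitted effect of over 60% in size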
# Target sequence (O15648 whole entry, looked up): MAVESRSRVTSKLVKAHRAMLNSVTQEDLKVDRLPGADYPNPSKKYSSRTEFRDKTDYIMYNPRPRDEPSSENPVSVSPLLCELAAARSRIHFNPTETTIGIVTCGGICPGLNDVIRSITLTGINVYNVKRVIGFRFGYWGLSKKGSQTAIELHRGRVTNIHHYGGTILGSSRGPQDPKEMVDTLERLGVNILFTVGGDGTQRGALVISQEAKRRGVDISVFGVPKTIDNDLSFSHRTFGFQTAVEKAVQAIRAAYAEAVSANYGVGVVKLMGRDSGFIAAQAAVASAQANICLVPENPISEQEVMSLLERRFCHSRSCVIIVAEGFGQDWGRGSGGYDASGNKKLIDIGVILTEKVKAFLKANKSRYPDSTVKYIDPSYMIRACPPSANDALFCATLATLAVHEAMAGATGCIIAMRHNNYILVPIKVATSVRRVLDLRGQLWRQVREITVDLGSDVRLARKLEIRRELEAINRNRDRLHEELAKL
#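 1.25 nM PFK with 0.5 mM F6P and 0.1 mM ATP in 0.1 M TEA pH 8.0, 5 mM MgCl2, incubated 45 min at room temperature; ADP measured by ADP-Glo luminescence; compounds titrated up to 57 uM.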
# p53 reactivation = restores transcriptional activity of mutant p53 | H1299 p53-A138V BP100-luciferase reporter, luminescence, 24 h | Potency, µM (highest dose often 92.2 µM), inactives show top-dose activity change, positive = activation, usual class: activators | 320,000 compounds, 0.063% hits | AID 504706; further: potency means the concentration at half of the fitted maximal effect; % of control where 0% means no effect; nearly all actives have a fitted effect of over 45% in size
#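 H1299 (p53-null), stable ts p53-A138V + BP100-Luc; 1000 cells/well, Opti-MEM/10% FBS; cpd 4 pt, 1:5; 24 h, 37 deg C, 5% CO2; detection reagent 10 min RT; luminescence.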
# * = called active by the depositor; ? = inconclusive; . = not tested or not shown; & = joins results of further samples; [ ] = another dose, or the depositor's remark. Unless noted, the call rests on the fitted dose curve; in most records, active means well fitted curve in the direction sought with a large enough effect; inconclusive means small, poorly fitted or top-dose-only effect, or another doubt; inactive means no such curve, though single readings can be large; an effect the other way counts as inactive or inconclusive.
SMILES,Gal4-VP16 FLuc,BRCA1 expr up,ELG1 genotox,NPC1 prom act,TRPV1 ag,FLuc modulator,ELG1 DNA repair,Rab9 promoter act,RORgamma inh,Tb PFK block,p53 reactivation
CN(Cc1nc2ccc(F)cc2[nH]1)C(=O)C1CCC(=O)N(C2CC2)C1 (configuration not stated),-8%,-11%,0%,4%,2,-3%,12%,1%,-2%,0%,15%
CC1CCCC(C)N1C(=O)C1CCCCC1 (configuration not stated),2%,-2%,2%,0%,1,-1%,12%,-4%,-3%,0%,3%
COc1ccc(OC)c(/C=N/NC(=O)CCc2n[nH]c(=O)[nH]c2=O)c1,11%,15%,-2%,-6%,0,4%,7%,3%,9%,-3%,2%
CCc1nnc(NC(=O)CSc2nnc(-c3ccncc3)n2C)s1,-2%,1%,-1%,-6%,0,8%,7%,1%,?,4%,7%
COc1ccc(OC)c(CNC(=O)Cc2c(C(=O)O)[nH]c3ccccc23)c1,1%,-3%[1.84 µM],-2%,-2%,-1,0%,-27%,4%,-12%,1%,-24%
NC(=O)CC(NC(=O)Cc1ccc(Cl)cc1)c1ccc(N2CCN(c3ccccn3)CC2)c([N+](=O)[O-])c1 (configuration not stated),1%,-1%,-2%,-2%,3,0%,-1%,0%,-2%,-1%,5%
CC(=O)c1ccc(N2CCCCC2)c(F)c1,-6%,0%,3%,0%,5,-27%,5%,2%,15%,-1%,2%
Cc1cc(C)n(-c2nc3ccccc3nc2N2CCN(C(=O)c3ccccc3)CC2)n1,22%,-14%,-1%,0%,13,5%,-4%,0%,-38%,4%,0%
Cc1cccc(-c2ccc3ncnc(NCc4cccnc4)c3c2)c1,.,-42%,5%,0%&1%,?,-15%&2%,0%,-6%&-2%,.,5%&3%,?
Cc1ccc(NCc2nnc(SCC(N)=O)o2)c(C)c1,-4%,-20%,2%,-4%,1,3%,14%,-3%,-29%,0%,-2%
O=C(COCCOCC(=O)N(c1ccccn1)C1CCCCC1)N(c1ccccn1)C1CCCCC1,5%,4%,1%,-5%,7,2%,-6%,-2%,-10%,2%,15%
Cc1ccc(-c2csc(N3CCN(c4cc5c(cc4Cl)nc(C(C)N)n5CCCO)CC3)n2)cc1 (configuration not stated),11%,-5%,1%,-3%,0,0%,20%,0%,0%,1%,.
Cc1cc(OC(C)C(=O)NCc2cccnc2)c2c(C)cc(=O)oc2c1 (configuration not stated),5%,3%,4%,3%,-3,-1%,?,-3%,-18%,2%,1%
O=C(NC1CC1)c1cccc(NC(=O)c2cnn(-c3ccccc3)n2)c1,.,-1%,-4%,.,.,.,12µM*,.,.,9%,3%
CNC(=O)c1cc2c(-c3ccccc3)nn(C)c2s1,?,-65%[inhibitor],-1%,-2%,?,5%,8%,-6%,?,-1%,-3%
O=C(COC(=O)CNC(=O)C1CCCCC1)Nc1cc(C(F)(F)F)ccc1Cl,.,6%,3%,2%,-6,-2%,36%,-4%,.,-4%,1%
Cc1ccc(NC(=S)N(Cc2ccco2)C(C)c2cccs2)c(Cl)c1 (configuration not stated),6%[10 µM],0%,5%,-2%,8,1%,-5%,-6%,14%,-9%,1%
Cc1oc(-c2ccc(Cl)cc2)nc1CS(=O)CC(=O)NC1CCCC1 (configuration not stated),-6%,-20%,-3%,1%,3,1%,3%,-8%,8%,-1%,-3%
COc1ccc(NC(=O)COC(=O)c2ccc(OCc3ccccc3Cl)c(OC)c2)c(OC)c1,?,39%,?,13%,1,-2%,-12%,4%,-41%,-2%,21%
CC1(C)CC(=S)Nc2ccccc2S1,5µM*,6%,-1%,-10%,-3,1%,-1%,2%,2.8µM*,-6%,-14%
Cc1cc(=O)[nH]c(N/N=C/c2ccc(F)cc2)n1,-1%,21%,7%,16%,0,?,?,23%,0%,-3%,12%
O=C(NCCN1CCOCC1)C1CCC(=O)N1C1CCCCC1 (configuration not stated),-1%,8%,0%,2%,-1,2%,-1%,2%,0%,-3%,-5%
COCCNc1nc2nonc2nc1N1C[C@H]2CC[C@H]1C2,27%,-12%,1%,-1%,-2,-1%,-6%,-14%,3%,-4%,-1%
CC(NC(=O)c1ccccc1NC(=O)c1ccco1)c1ccccc1 (configuration not stated),17%,-1%,3%,-1%,10,0%,?,-4%,-25%,2%,3%
O=C(Nc1ccc(OC(=O)c2ccncc2)cc1)c1ccncc1,1%,-3%,1%,3%,1,1%,-3%,-3%,1%,1%,2%
# (cont.)
SMILES,Gal4-VP16 FLuc,BRCA1 expr up,ELG1 genotox,NPC1 prom act,TRPV1 ag,FLuc modulator,ELG1 DNA repair,Rab9 promoter act,RORgamma inh,Tb PFK block,p53 reactivation
O=C(NC(Cc1ccccc1)c1ccc2c(c1)OCCCO2)c1ccccc1F (configuration not stated),10%,9%,1%,1%,30,-17%,-2%,6%,15%,-9%,4%
COc1ccc(-c2cc3c(=O)n(CC(=O)Nc4ccc(Cl)cc4)ncn3n2)cc1,0%,15%,?,0%,0,?,15%,0%,12%,-10%,0%
Cc1nn(CC(=O)N2CCN(c3ccc(Cl)cc3)CC2)c(=O)c2cccn12,0%,-9%,-3%,1%,-3,0%,-4%,2%,24%,1%,.
CCNc1c(NC(=O)COc2ccc(Cl)cc2)c(=O)oc2ccccc12,0%,-18%,-6%,-5%,1,14%,11%,-3%,4%,2%,-11%
O=C(N/N=C/c1ccccc1)C(O)c1ccccc1 (configuration not stated),21%,-11%,2%,-2%,-2,4%,-2%,-3%,41%[1.91 µM],3%,.
O=C(CSc1ccccc1)N1CCN(c2ccccn2)CC1,-5%,89%,11%,19%,9,-5%,?,4%,?,0%,3%
S=C1SCN(Cc2ccco2)CN1Cc1ccco1,3.2µM*,-33%,-7%,-22%,3,0%,?,-18%,2.5µM*,-2%,-10%
CN(C)c1ccc(NC(=O)c2cccc(C(=O)Nc3ccc(N(C)C)cc3)n2)cc1,?,-23%,5%,2.8µM*,-3,1.5µM*,?,3.2µM*,-25%,?,?
O=C(NCC(=O)N(c1ccccc1F)C(C(=O)NCC1CCCO1)c1ccccc1)c1ccco1 (configuration not stated),1%,-2%,-3%,-2%,-1,10%,?,0%,24%,1%,-6%
COc1ccccc1NS(=O)(=O)c1cccc(C(=O)NNC(=O)C(C)NC(=O)c2ccco2)c1 (configuration not stated),.,10%,-3%,.,.,.,8%,.,.,3%,2%
Cc1ccc(S(=O)(=O)N(C)CC(=O)Nc2ccccc2N2CCCC2)cc1,.,-6%,-5%,-3%,?,0%,-17%,-5%,.,2%,-3%
COc1ccc(C(=O)NCc2nnc(SCC(=O)Nc3nc4ccccc4s3)o2)cc1,11µM*,24%,1%,-1%,0,2%,0%,1%,11µM*,-2%,13%
COc1ncccc1-c1nnn(-c2ccc(Cl)nc2)n1,8%,?,5%,26%,0,?,?,?,37%,13%,11%
CCC1OC23CCCCC2C(C#N)(C(=N)O3)C1(C#N)C#N (configuration not stated),-7%,-12%,-2%,-1%,?,0%,7%,-1%,3%,-6%,9%
COc1cccc(NC(=O)COC(=O)c2c(F)cccc2F)c1,-17%,7%,2%,-2%,9,11µM*,13%,-3%,-6%,-2%,11%
Cn1cc(Cl)c(C(=O)NC(=S)Nc2sc3c(c2C#N)CCCCC3)n1,?,15%,-1%,-2%,-6,?,?,0%,?,-1%,1%
COc1ccc(OC)c(C(=O)COC(=O)c2ccccc2O)c1,4%,-4%[1.84 µM],15%,24%,7,12µM*,?,-1%,27%,0%,?
COc1ccc(N/C(C)=C/C(=S)Nc2ccccc2)cc1,4%,-7%,12%,2%,-2,11µM*,28%,2%,?,1%,25%
COCc1ccc(C(=O)Nc2cccc(S(=O)(=O)N(C)c3ccccc3)c2)cc1,.,-50%,-7%,.,.,.,18µM*,.,.,-2%,-9%

# 4 entries out of the list, ordered by SMILES length, largest number first:
SMILES,Gal4-VP16 FLuc,BRCA1 expr up,ELG1 genotox,NPC1 prom act,TRPV1 ag,FLuc modulator,ELG1 DNA repair,Rab9 promoter act,RORgamma inh,Tb PFK block,p53 reactivation
O=C(COCCOCC(=O)N(c1ccccn1)C1CCCCC1)N(c1ccccn1)C1CCCCC1,5%,4%,1%,-5%,7,2%,-6%,-2%,-10%,2%,15%
COc1ccc(C(=O)NCc2nnc(SCC(=O)Nc3nc4ccccc4s3)o2)cc1,11µM*,24%,1%,-1%,0,2%,0%,1%,11µM*,-2%,13%
CCc1nnc(NC(=O)CSc2nnc(-c3ccncc3)n2C)s1,-2%,1%,-1%,-6%,0,8%,7%,1%,?,4%,7%
CC(=O)c1ccc(N2CCCCC2)c(F)c1,-6%,0%,3%,0%,5,-27%,5%,2%,15%,-1%,2%
